Assay outcomes as filed in PubChem.
JMJD2C inh = human JMJD2C demethylase inhibition; GST-JMJD2C(1-420) H3K9me3 demethylation, DELFIA europium; inhibition, % at 2.35 µM; 0.069% of 330,000 active;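 active = more than half of a compound's replicate wells show inhibition beyond 50%, single wells judged on their own value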;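 also: signal counts dimethyl H3K9 product captured on neutravidin plate; 0% = median of DMSO wells and 100% = 0.3 times that DMSO median; strong numbers were not always called active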
LYPLA2 counter = counter-screen for PME1 inhibitors: inhibitors of human LYPLA2; O95372; recombinant LYPLA2, FP-Rh probe fluorescence polarization; inhibition, % at 5.9 µM; 0.38% of 320,000 active; AID 2177;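 active = inhibition above the screen-wide mean plus 3 SD, limit set per campaign, cut at about 26% in these data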;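 also: 0% = LYPLA2 with DMSO and 100% = wells lacking LYPLA2 enzyme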
Target sequence (O95372 whole entry, looked up): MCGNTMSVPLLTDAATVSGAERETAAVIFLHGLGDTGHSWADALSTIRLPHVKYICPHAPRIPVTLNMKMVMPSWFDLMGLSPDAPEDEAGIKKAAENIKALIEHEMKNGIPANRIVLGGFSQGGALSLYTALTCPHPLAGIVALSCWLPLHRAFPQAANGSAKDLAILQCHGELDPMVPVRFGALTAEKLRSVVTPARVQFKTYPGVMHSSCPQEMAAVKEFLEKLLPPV
PP5 inh = blocks human protein phosphatase 5 activity; P53041; inhibition, % at 6.7 µM; AID 1987; 0.18% of 320,000 active; purified PP5c, OMFP substrate fluorescence;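 active = inhibition above the campaign's mean inhibition across all tested compounds plus 3 SD, cut at about 9.5% in these data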;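 also: 0% = DMSO only and 100% = 100 µM cantharidin control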
Target sequence (P53041 whole entry, looked up): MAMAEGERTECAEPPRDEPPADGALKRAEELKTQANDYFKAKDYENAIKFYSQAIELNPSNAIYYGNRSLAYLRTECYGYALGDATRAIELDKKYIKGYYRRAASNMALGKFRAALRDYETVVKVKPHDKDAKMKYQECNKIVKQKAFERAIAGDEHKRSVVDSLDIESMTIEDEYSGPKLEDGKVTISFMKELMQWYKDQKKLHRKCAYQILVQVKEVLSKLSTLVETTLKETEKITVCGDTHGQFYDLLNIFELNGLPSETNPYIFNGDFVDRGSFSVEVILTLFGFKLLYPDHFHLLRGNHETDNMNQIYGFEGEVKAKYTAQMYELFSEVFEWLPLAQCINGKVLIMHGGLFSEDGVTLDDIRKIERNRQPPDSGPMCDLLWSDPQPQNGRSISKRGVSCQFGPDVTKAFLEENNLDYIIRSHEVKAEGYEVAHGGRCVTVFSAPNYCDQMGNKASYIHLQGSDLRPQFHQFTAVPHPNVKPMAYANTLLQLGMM
PP1 inh = blocks human PP1-alpha phosphatase, a PP5 counter-screen | purified PP1alpha, OMFP fluorescence | inhibition, % at 6.7 µM | 0.9% of 320,000 active | AID 2235;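 active = inhibition above the mean inhibition of all tested compounds plus 3 SD, computed separately for each screening campaign, cut at about 15% in these data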
TPT1 inhibitor = inhibitors of Candida albicans tRNA 2'-phosphotransferase TPT1; recombinant caTPT1, FP RNA substrate dephosphorylation; inhibition, % at 5 µM; 0.81% of 300,000 active;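 active = inhibition above the mean of all tested compounds plus 3 SD, set per screening campaign, cut at about 24% in these data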;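 also: plate controls were DMSO alone for no effect and ferristatin control at 100 nM for full effect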
PREPL inhibitor = inhibitors of human prolyl oligopeptidase-like enzyme PREPL | Q4J6C6 | AID 2751 | inhibition, % at 5.96 µM | 0.68% of 320,000 active | recombinant PREPL, fluorescence polarization activity-based probe; in the data active = inhibition above about 43%;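 also: 0% = enzyme with DMSO and 100% = wells lacking enzyme; many of its hits are not listed in these tables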
Efflux pump mplx = inhibitors of Candida antifungal efflux pumps expressed in yeast | S. cerevisiae Candida pump triplex, Nile Red efflux | inhibition, % at 10 µM | 0.44% of 330,000 active;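 active = plate passing quality check with inhibition over a set limit, or well fluorescence over plate mean plus 4 SD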;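 also: Nile Red retained in pooled yeast measured as flow cytometry median fluorescence; 0% = buffer negative control and 100% = Enniatin B positive control; higher means more Nile Red kept so more efflux inhibition; some compounds called inactive have numbers as strong as hits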
core dimer inh = HCV core protein dimerization inhibition | TR-FRET GST/Flag-core106 dimerization, 1536-well | inhibition, % at 5 µM | 0.33% of 300,000 active;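 active = inhibition above the mean of all tested compounds plus 3 SD, set per screening campaign, cut at about 45% in these data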
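assay system = GST-tagged and Flag-tagged HCV core protein residues 1-106 | controls = unlabelled core106 and no-GST-core106 wells | incubation = compound-protein-antibody incubation 4 h at 22.5 °C | probe or stimulus = Eu donor and XL665 acceptor anti-tag antibodies | read-out = % inhibition based on acceptor/donor emission ratio | signal = TR-FRET 671 and 617 nm emission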
CTSL1 counter = counter-screen for PFM18AAP inhibitors: inhibitors of F. hepatica cathepsin L1 | 0.49% of 300,000 active | recombinant F. hepatica cathepsin L1, Z-Leu-Arg-MCA fluorescence | inhibition, % at 5.96 µM;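 active = inhibition above the mean of all tested compounds plus 3 SD, set per screening campaign, cut at about 17% in these data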;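 also: 0% = plate median of test compound wells and 100% = 1 µM Z-Phe-Ala-diazomethylketone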
The depositor's hits bear a star; i = inactive; · = no result given; & = joins results of further samples.

Results follow in this order: JMJD2C inh	LYPLA2 counter	PP5 inh	PP1 inh	TPT1 inhibitor	PREPL inhibitor	Efflux pump mplx	core dimer inh	CTSL1 counter
COC(=O)c1nc2nc(C)cc(C(F)(F)F)n2n1
    -5	-3	-2.6	1	0	-2	0.0	-5	-1
COCC(=O)N(C)C1(c2nnnn2CCOC(=O)Nc2ccc(Cl)cc2)CCCCC1
    0	3	1.3	-3	3	17	-0.1	0	-3
Cc1cccc(C)c1NC(=O)Cn1c(=O)c2cccn2c2ccccc21
    -1	-5	-2.4	-4	-2	-4	0.1	14	-3
CCN(C(=O)c1ccc(NC(C)=O)cc1)c1ccccc1C
    3	3	-0.9	1	-2	7	-0.1	-2	2
Cc1cc(-c2ccccc2)nc2c(Br)c(C(=O)O)nn12
    10	1	0.9	2	0	2	-0.1	-1	0
CC(C)(Oc1ccc(CCNC(=O)c2ccc(-c3ccccc3)o2)cc1)C(=O)O
    -21	-8	0.9	4	1	22	-0.1	-12	4
CN(C(=O)COC(=O)c1ccc(Cl)cc1N)C1CCS(=O)(=O)C1 (configuration not stated)
    9	9	-0.7	-2	-3	9	0.0	2	-7
Cc1nc(N2CCC(C)CC2)c2oc3ccccc3c2n1
    6	-6	5.8	-1	2	4	0.1	-1	4
Nc1ccc(N=Nc2ccc(N)cc2)cc1
    -6	4	2.9	4	16	13	0.2	-18	3
O=Cc1cn[nH]c1-c1ccccc1
    10	-4	-0.1	-1	-1	5	-0.1	3	-2
O=C(O)c1ccc(CN2C(=O)c3ccc(Oc4ccc([N+](=O)[O-])cc4)cc3C2=O)cc1
    5	59*	-4.2	-8	4	-25	0.2	0	-3
CCOc1ccc([C@@H]2CC=C(C(=O)O)[C@H](c3cccc(Cl)c3)N2S(=O)(=O)c2ccc(C)cc2)cc1
    5	0	-0.9	10	1	-4	-0.2	26	3
COc1ccc(N2CCOCC2)c(NC(=O)c2cccnc2)c1
    14	2	1.5	-1	-1	10	-0.1	-12	-2
CN(C)CCN(C(=O)c1ccc2c(c1)CCCC2)c1nc2cc3c(cc2s1)OCCO3
    6	-1	2.7	1	1	-6	-0.1	-10	0
COc1ccc(C2=Nc3ccc(Br)cc3C(c3ccccc3)N2CC(=O)NN)cc1 (configuration not stated)
    -4	-8	0.9	3	-3	3	0.0	1	4
COc1ccc(C2=COc3ccccc3C(=O)N2)cc1
    0	8	0.3	-3	1	-6	-0.1	-1	-3
Cc1cc(C)cc(OCc2nnc(SCC(=O)N3CCN(c4ccccc4)CC3)o2)c1
    -7	0	0.8	3	-14	4	-0.2	13	2
O=S1(=O)N=C(N(CCO)/N=C/c2ccc(Br)cc2)c2ccccc21
    -2	1	1.5	3	0	3	-0.1	3	-8
Cn1ncc([N+](=O)[O-])c1C(=O)Nc1ccc(-c2ccccc2)cc1
    10	0	-0.9	-4	-1	-1	0.0	12	-3
Cc1cc(C(=O)NC2CCCC(C)C2C)c2ccccc2n1 (configuration not stated)
    -15	0	-0.8	0	4	-8	0.1	3	2

Record cards (already shown).
`COc1ccc(N2CCOCC2)c(NC(=O)c2cccnc2)c1` is listed as JMJD2C inh: 14; LYPLA2 counter: 2; PP5 inh: 1.5; PP1 inh: -1; TPT1 inhibitor: -1; PREPL inhibitor: 10; Efflux pump mplx: -0.1; core dimer inh: -12; CTSL1 counter: -2
`O=C(O)c1ccc(CN2C(=O)c3ccc(Oc4ccc([N+](=O)[O-])cc4)cc3C2=O)cc1` is listed as JMJD2C inh: 5; LYPLA2 counter: 59*; PP5 inh: -4.2; PP1 inh: -8; TPT1 inhibitor: 4; PREPL inhibitor: -25; Efflux pump mplx: 0.2; core dimer inh: 0; CTSL1 counter: -3

The list goes on.
Results follow in this order: JMJD2C inh	LYPLA2 counter	PP5 inh	PP1 inh	TPT1 inhibitor	PREPL inhibitor	Efflux pump mplx	core dimer inh	CTSL1 counter
COc1ccc(C2(CN(C(C)=O)C(C)=O)CCCC2)cc1OC
    4	10	0.5	2	-2	-17	-0.1	-3	6
CC(C)N(Cc1nnc(-c2ccc(Cl)cc2)o1)C(=O)c1cc2ccccc2o1
    -4	-9	0.1	5	·	-14	-0.1	·	·
CCOC(=O)N1CCC(N2Cc3cccc(C(=O)NCc4ccc5c(c4)OCO5)c3C2=O)CC1
    -1	3	1.8	3	3	-9	0.0	13	0
C=CCn1c(SCCOc2ccc(OC)cc2)nnc1C(C)NC(=O)c1ccc(OC)cc1 (configuration not stated)
    -2	1	-0.1	-4	5	24	0.0	-4	3
CN1CCC(N(C)C(=O)c2cccc(S(=O)(=O)N3CCOCC3)c2)CC1
    4	2	1.2	-5	·	-1	-0.3	·	·
CCOc1cc(N2CCOCC2)c(OCC)cc1NC(=O)c1ccc(OCc2c(C)noc2C)c(OC)c1
    13	11	3.0	-2	2	4	0.1	-8	-1
COc1ccc(-c2noc(CN3CCC(Cc4ccccc4)CC3)n2)cc1
    -3	0	0.4	2	3	-7	0.5	2	-1
CC(C)C[C@H](NC(=O)C1CC(=O)N(c2ccc3c(c2)OCO3)C1)C(=O)NC1CCCCC1 (some centres not stated)
    4	7	3.2	2	-2	10	0.0	2	-4
CC(C)OC(=O)CSc1nc2ccccc2s1
    ·	2	0.8	-1	5	0	-0.1	1	-4
COC(=O)[C@H](CCSC)NC(=O)Nc1ccc(C)cc1C
    13	3	-0.4	-1	-2	-2	0.2	-8	1
CNC(=O)c1ccc(Nc2nc(-c3ccccc3)nc3ccccc23)cc1
    -12	-31	4.3	1	0	-4	0.3	5	2
CCCN1C2CCCC1CC(NC(=O)Nc1cccc(C(C)=O)c1)C2 (configuration not stated)
    i	-1	1.9	-2	-2	-2	0.0	-2	4
CCCn1nnc(NC(=O)c2ccc(-c3cccc(Cl)c3)o2)n1
    4	-4	1.5	0	-12	-2	-0.2	-2	1
Cc1ccc(C(c2cc(Br)ccc2O)N2CCSCC2)cc1 (configuration not stated)
    7	-2	2.8	1	0	-7	0.0	-5	-3
Cc1cc(C)cc(NC(=O)C2CCN(S(=O)(=O)c3c(C)n[nH]c3C)CC2)c1
    -9	3	3.3	1	0	-11	-0.1	-4	1
Cc1sc(NC(=O)c2cccs2)c(C(=O)OC(C)C)c1C
    119	5	3.9	6	0	11	-0.2	0	1
Oc1[nH]c2ccccc2c1N=NC(=S)NCC1CCCO1 (configuration not stated)
    5	0	-0.3	1	2	-3	0.4	-16	4
NC(c1ccccc1)c1ccncc1 (configuration not stated)
    -1	7	-0.5	-6	-1	-11	0.2	3	-3
COc1ccc([N+](=O)[O-])cc1NC(=O)Cc1noc2ccc(C)cc12
    i	-3	-0.1	-6	4	-3	0.4	-5	4
OCCNc1c2ccccc2nc2ccccc12
    9	-1	-0.8	-4	1	-2	-0.1	-7	9
COc1ccc(NC(=O)c2cccnc2)c(OC)c1
    -1	1	2.5	-2	1	7	0.6	-5	-3
COC(=O)[C@@H]1CCCN1C(=O)c1cc(COc2cccc3cccnc23)on1
    0	0	3.3	2	1	-5	-0.1	-2	2
COc1cc(C(=S)N2CCN(c3ccccc3Cl)CC2)cc(O)c1O
    -26	-5	-0.1	-2	0	26	0.1	14	2
Cc1cc(C)cc(Oc2ccc(C(F)(F)F)cc2C#N)c1
    2	3	1.4	-1	2	-1	0.0	6	1
CNc1c([N+](=O)[O-])cnn1-c1ccccc1Cl
    -1	-2	0.1	0	-1	-4	0.0	4	0
CS(=O)(=O)N1CCN(C2C3CC4CC(C3)CC2C4)CC1 (configuration not stated)
    8	-3	-1.3	-2	-5	-4	0.1	0	0
CCC(OC(=O)CN1C(=O)c2ccccc2C1=O)C(=O)NC1CCCC1 (configuration not stated)
    5	-2	1.0	-8	-3	5	0.0	5	-3
Cc1ccc(Nc2nnc(SCC(=O)c3c(N)n(C4CC4)c(=O)[nH]c3=O)s2)cc1C
    14	-9	0.0	1	·	41	0.2	·	·
c1ccc(CN2CCC(Nc3nc(-c4cccnc4)nc4ccccc34)CC2)cc1
    4	2	-0.3	3	0	-53	0.1	-3	-2
COC(=O)c1ccc(-n2c(C)cc(-c3csc(NC(=O)c4ccc(S(=O)(=O)N(C)C)cc4)n3)c2C)cc1
    10	5	0.9	9	5	-5	0.7	39	-3
Brc1ccccc1OCCOCCOc1cccc2cccnc12
    1	-3	-3.0	0	-4	-9	0.1	-6	16
CCOC(=O)C1=C(c2ccccc2)NC(SCC(=O)Nc2ccc(C)cc2)=C(C#N)C1c1ccco1 (configuration not stated)
    4&6	-87	3.7	5	-1	8	0.0	21	-3
Cn1nc(C(F)(F)F)c(-c2ccccc2)c1NC(=O)c1ccco1
    0	-3	-2.3	-2	1	1	-0.1	0	-2
Cc1ccc(S(=O)(=O)N2CCCCC2C(=O)N2CCN(Cc3ccccc3)CC2)cc1 (configuration not stated)
    11	5	2.9	-2	-3	14	0.2	1	-3
COC(=O)C1=C(CS(=O)(=O)c2ccccc2)NC(=O)NC1c1ccc(OC)c(OC)c1 (configuration not stated)
    2	32*	2.1	-5	-4	-3	0.0	-2	-1
CC1(C)Cc2c(sc3ncn4nc(CCC(=O)O)c(=O)nc4c23)CO1
    -135	3	0.7	2	-2	0	0.0	0	6
CCOC(=O)c1c(NC(=O)c2ccn(CC)n2)sc2c1CCC2
    -8	-11	3.4	4	3	12	0.4*	-11	-2
CCCN1CCN(CCCNC(=O)CN2C(=O)c3cccnc3Oc3ccc(C)cc32)CC1
    6	6	2.9	-1	1	-10	0.5	-13	0
COc1cccc(C(=O)NCc2ccc3[nH]c(C)cc3c2)c1
    0	2	2.5	6	-14	2	0.0	14	-1
COC(=O)c1[nH]c2cccc(OC)c2c1NC(=O)CN1CC(C)OC(C)C1 (configuration not stated)
    6	3	2.0	0	-3	-10	-0.1	-7	-3
Cc1ccc(C(=O)N/C(=C\c2cccc([N+](=O)[O-])c2)C(=O)OCN2C(=O)c3ccccc3C2=O)cc1
    4	-3	5.6	5	0	-1	0.0	22	-3

This is a subset; rates above refer to the full screens.
